PMI inhibition – human PMI inhibitors, high substrate, primary screen, biochemical, fluorescence intensity, high mannose 6-phosphate (AID 1220); Mannose-6-phosphate isomerase (Homo sapiens); recombinant PMI enzyme, coupled fluorescence intensity; higher % means a stronger effect; inhibition, % at 20 µM; hits with a dose series show IC50 in µM; 0.66% of 190,000 active
WT yeast gro inh – growth inhibition of WT strain, primary screen, mitochondrial fusion inhibitor project, WT and mutant strains, chemical genetic | mitochondrial fusion phenotypic screen | inhibition, % at 10 µM | 2.1% of 190,000 active; in the data active = inhibition above about 58%; tested in S. cerevisiae
Myeloid diff 2 – induction of myeloid progenitor differentiation, primary screen, cell-based, flow cytometry, MLPCN library | ER-HoxA9 myeloid progenitors, lysozyme-GFP differentiation | calls only at 10 µM | 1% of 360,000 active;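 active = normalized GFP-positive differentiation at or above the plate's own cutoff, the solvent-only control mean plus 3 SD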;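 note: cells exposed to compound for four days before flow analysis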
Hep lipid drop – inhibitors of hepatocyte lipid droplet formation, primary screen, imaging, high-throughput imaging, BODIPY stain. 0.4% of 240,000 active. inhibition, % at 6.5 µM. AML12 mouse hepatocytes, oleate lipid droplets. AID 1656, 2009;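 active = lipid droplet intensity inhibited by at least 50%, with more than 500 cells counted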
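Test system: AML12 mouse liver cells; schedule: overnight exposure; technique: high-content imaging of BODIPY-stained droplets and DAPI nuclei; read-out: % inhibition of corrected integrated BODIPY droplet signal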
ER stress rescue – rescue of cells from ER stress-induced death, primary screen, 384-well, CSM14.1, thapsigargin, ATP luminescence (AID 1222); CSM14.1 thapsigargin-induced death rescue, ATP luminescence; higher % means a stronger effect; cellular ATP content (survival), % at 20 µM; hits with a dose series show EC50 in µM; 190,000 tested, under 10 active;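 active = EC50 below 50 µM in the dose-response confirmation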;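 note: death triggered by thapsigargin at about 15 µM added after 2 h compound pretreatment; cell ATP read after overnight thapsigargin exposure of roughly 18 to 22 hours; normalized against plate controls of thapsigargin alone and 5% DMSO vehicle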
M1AAP inhibition – P. falciparum M1AAP inhibitors, biochemical, fluorogenic H-Leu-NHMec substrate, 1536-well (AID 1445); Aminopeptidase N (Plasmodium falciparum (isolate 3D7)); recombinant M1AAP, H-Leu-NHMec fluorogenic kinetic assay; higher % means a stronger effect; one-dose inhibition, % at 30 µM; IC50 in µM for titrated hits; 0.42% of 220,000 active;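 active = primary inhibition above the hit cutoff, then over 50% inhibition at one or more dose response concentrations, cut at about 23% in these data, passing the limit was not always enough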;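 note: plate controls were DMSO full reaction for no effect and no enzyme background for full effect; strong numbers were not always called active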
PMI inhibitors – inhibitors of human PMI, primary screen, biochemical, fluorescence intensity, coupled assay (AID 1209); Mannose-6-phosphate isomerase (Homo sapiens); purified PMI enzyme, coupled fluorescence intensity; higher % means a stronger effect; one-dose inhibition, % at 20 µM; IC50 in µM for titrated hits; 0.42% of 190,000 active;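 note: plate controls were DMSO vehicle for no effect and wells lacking substrate for full effect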
K1F lysis inhibition – inhibition of K1F phage lysis, E. coli UTI89, bacterial capsule biogenesis inhibitors, alamar blue (AID 488966); E. coli UTI89 K1F phage lysis, alamar blue, 2 h; higher % means a stronger effect; one-dose inhibition, % at 100 µM; IC50 in µM for titrated hits; 0.02% of 340,000 active;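 active = phage lysis inhibition, versus mean bacterial control, above a set limit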;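 note: capsule biogenesis inhibitors block K1F phage lysis so surviving cells raise fluorescence; higher fluorescence means more inhibition of phage lysis; actives were called in the ten point dose series up to 300 µM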
TNAP activation fold – human TNAP enzyme activators, primary screen, biochemical, luminescent, no phosphate acceptor, uHTS (AID 1001). activation fold at 20 µM, or EC50 in µM where a hit was titrated. Alkaline phosphatase, tissue-nonspecific isozyme (Homo sapiens). purified TNAP, luminescent activation assay, no phosphate acceptor; higher activation fold means a stronger effect. 0.03% of 200,000 active; in the data active = activation fold from about 3, or a potency from the dose series; inactive = the rest, 99 in 100 with activation fold below about 1.6; note: many of its hits are not listed in these tables
WT yeast gro inh mutant strain – second read-out of WT yeast gro inh, no call of its own (marks repeat the call); inhibition, %; mitochondrial fusion phenotypic screen, mutant strain inhibition
Hep lipid drop cells 6.5 µM – second read-out of Hep lipid drop, no call of its own (marks repeat the call); cell count; measured here: cell count, cytotoxicity flag;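 cells counted across two imaged fields per well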
Myeloid diff 2 GFP+ MAC1+ % – also measured in Myeloid diff 2; calls as there; GFP+ MAC1+ double positive, %; measured here: differentiation confirmed by MAC1 staining
An asterisk follows results filed as active; i = inactive; x = not tested or not shown; + = active, no number; [ ] = remark or other dose. Cut-off read from the data, not from the text of the source, unless noted: active = inhibition above about 50%; inactive = the rest. This is a random part of the collection; 4.6% or so of the library scored in one or more.

SMILES | PMI inhibition | WT yeast gro inh | WT yeast gro inh mutant strain | Myeloid diff 2 | Myeloid diff 2 GFP+ MAC1+ % | Hep lipid drop | Hep lipid drop cells 6.5 µM | ER stress rescue | M1AAP inhibition | PMI inhibitors | K1F lysis inhibition | TNAP activation fold
CCc1c(C)sc(NC(=S)N2CCN(CC)CC2)c1C(=O)OC | 11% | 25 | 38 | i | 0.3 | -12 | 691 | 0.3% | 6% | 18% | 0.6% | 1
O=C(C1=C[C@H](C2CC2)C[C@H](OCCCCO)O1)N1CCN(Cc2ccccc2)CC1 | 14% | 5 | 5 | i | 1.1 | 13 | 728 | 2.3% | 5% | 15% | 0.5% | 1
CCNc1c(NCC)c(=O)c1=O | x | x | x | i | 0.8 | -8 | 726 | x | 5% | x | -0.2% | x
CC1CC(C)CN(C(=O)c2cc(-c3ccccn3)nc3ccccc23)C1 (stereo unspecified) | -3% | -9 | 12 | i | 0.7 | -3 | 757 | -0.1% | 4% | 2% | 0.1% | 1.1
CC(C)C[C@H](NC(=O)Nc1ccccc1F)C(=O)O | -4% | -14 | 1 | x | x | 19 | 829 | -1.1% | 0% | -1% | 5.2% | 1.1
Cc1ccc(-n2c(SCC(=O)NCc3cccs3)nnc2-c2ccoc2C)cc1 | 1% | -8 | -11 | i | 2.8 | x | x | 2.4% | 1% | 2% | 0.9% | 1.1
COC(=O)Cn1cnc2c(nnn2Cc2ccc(Cl)cc2)c1=O | -1% | -12 | -16 | i | 5.4 | x | x | -0.3% | 3% | -3% | 1.6% | 1.1
Cc1ccc(-c2nc(N)sc2CC(=O)OCC(=O)NCC2CCCO2)cc1 (stereo unspecified) | 10% | 8 | 22 | i | 0.4 | -17 | 694 | -3.7% | 2% | 8% | -1.1% | 1
O=C(CN(Cc1ccco1)S(=O)(=O)c1cccs1)Nc1ccccc1C(F)(F)F | 24% | -16 | 0 | i | 2.1 | x | x | x | 11% | 19% | -0.4% | 1.1
Cc1ccc(N(CC(O)CN2CCCCC2)S(=O)(=O)c2ccccc2[N+](=O)[O-])cc1 (stereo unspecified) | 10% | -2 | -3 | i | 0.2 | -20 | 696 | -0.8% | -1% | 10% | 2.4% | 1
O=C1CCCCC(=O)c2ccccc2N1 | 2% | -17 | 3 | i | 0.2 | x | x | -0.2% | 0% | 8% | 0.0% | 1.1
Cc1ccc(NC(=O)C(=O)Nc2ccc(C)cn2)nc1 | 11% | 1 | 3 | i | 0.5 | 11 | 775 | -0.7% | 7% | 4% | 0.3% | 1.3
Cc1oc(-c2ccccc2Cl)nc1CSc1nc2c(c(=O)[nH]1)CCC2 | 12% | 1 | -23 | i | 3.9 | 18 | 771 | -4.2% | -1% | 1% | -1.8% | 1
COc1ccc(NC(=O)C2CCCN(S(=O)(=O)c3cccs3)C2)cc1OC (stereo unspecified) | 4% | -4 | -4 | + | 11* | x | x | -0.5% | 0% | 6% | -0.1% | 1.2
CCn1c(=O)cc(C(F)(F)F)[nH]c1=S | -16% | -10 | 20 | i | 0.5 | 11 | 710 | x | 16% | -22% | 0.5% | 1.1
Cc1cc(C(=O)Nc2ccccc2C(F)(F)F)no1 | 10% | -2 | -4 | i | 1.5 | x | x | 0.0% | -7% | 14% | 0.1% | 1
CCSc1ccccc1C(=O)NCc1ccc(S(N)(=O)=O)cc1 | -2% | -2 | -16 | i | 1.6 | 12 | 721 | 0.4% | 8% | 0% | 2.6% | 1.1
CC1C(=O)CC(c2ccc([N+](=O)[O-])cc2)NC1c1ccc([N+](=O)[O-])cc1 (stereo unspecified) | 6% | 15 | 6 | i | 0.5 | 3 | 708 | -0.2% | 2% | 15% | 0.1% | 1
COc1ccc(C2=NCC(CSc3nnnn3C)S2)cc1 (stereo unspecified) | -8% | 9 | -4 | i | 0.3 | x | x | 2.7% | 4% | -6% | 4.9% | 1.1
C=CCn1c(SCC(=O)Nc2ccc3c(c2)OCCO3)nnc1-c1ccccn1 | 5% | -8 | -10 | i | 1.0 | x | x | -2.8% | 8% | 2% | -0.2% | 1.1
CCCCN1c2cc(C)c(O)cc2C(C(=O)OCC)C1C (stereo unspecified) | 0% | x | x | x | x | 28 | 863 | 2.5% | 18% | 4% | x | 1
CC(=O)c1cc(C(c2csc(C(C)=O)c2)c2csc(C(C)=O)c2)cs1 | 18% | -10 | -9 | i | 0.4 | -48 | 701 | -2.3% | 0% | 6% | 0.2% | 1
N=C1C(c2ccccc2)=C(O)CN1c1cccc(S(N)(=O)=O)c1 | -5% | -7 | 10 | i | 0.5 | 15 | 668 | -3.5% | 13% | 10% | 0.3% | 1
Cc1ccc(N2CC(=O)Nc3c(oc4nc(-c5ccccc5)cc(C)c34)C2=O)cc1 | x | x | x | i | 1.1 | 0 | 732 | x | 0% | x | -0.6% | x
CCOC(=O)C1=C(C)Nc2nc(SCc3cccnc3)nn2C1c1ccc(OC)cc1 (stereo unspecified) | 11% | 12 | 6 | i | 2.6 | x | x | 1.7% | 4% | 5% | 2.6% | 1.1

Taken from above:
ER stress rescue, Cc1ccc(-n2c(SCC(=O)NCc3cccs3)nnc2-c2ccoc2C)cc1 reads 2.4%
M1AAP inhibition, COC(=O)Cn1cnc2c(nnn2Cc2ccc(Cl)cc2)c1=O reads 3%

A different layout for four compounds above:
molecule: CC(=O)c1cc(C(c2csc(C(C)=O)c2)c2csc(C(C)=O)c2)cs1
  PMI inhibition: 18%	WT yeast gro inh: -10	WT yeast gro inh mutant strain: -9	Myeloid diff 2: i	Myeloid diff 2 GFP+ MAC1+ %: 0.4	Hep lipid drop: -48	Hep lipid drop cells 6.5 µM: 701	ER stress rescue: -2.3%	M1AAP inhibition: 0%	PMI inhibitors: 6%	K1F lysis inhibition: 0.2%	TNAP activation fold: 1
molecule: N=C1C(c2ccccc2)=C(O)CN1c1cccc(S(N)(=O)=O)c1
  PMI inhibition: -5%	WT yeast gro inh: -7	WT yeast gro inh mutant strain: 10	Myeloid diff 2: i	Myeloid diff 2 GFP+ MAC1+ %: 0.5	Hep lipid drop: 15	Hep lipid drop cells 6.5 µM: 668	ER stress rescue: -3.5%	M1AAP inhibition: 13%	PMI inhibitors: 10%	K1F lysis inhibition: 0.3%	TNAP activation fold: 1
molecule: Cc1ccc(N2CC(=O)Nc3c(oc4nc(-c5ccccc5)cc(C)c34)C2=O)cc1
  PMI inhibition: x	WT yeast gro inh: x	WT yeast gro inh mutant strain: x	Myeloid diff 2: i	Myeloid diff 2 GFP+ MAC1+ %: 1.1	Hep lipid drop: 0	Hep lipid drop cells 6.5 µM: 732	ER stress rescue: x	M1AAP inhibition: 0%	PMI inhibitors: x	K1F lysis inhibition: -0.6%	TNAP activation fold: x
molecule: CCOC(=O)C1=C(C)Nc2nc(SCc3cccnc3)nn2C1c1ccc(OC)cc1 (stereo unspecified)
  PMI inhibition: 11%	WT yeast gro inh: 12	WT yeast gro inh mutant strain: 6	Myeloid diff 2: i	Myeloid diff 2 GFP+ MAC1+ %: 2.6	Hep lipid drop: x	Hep lipid drop cells 6.5 µM: x	ER stress rescue: 1.7%	M1AAP inhibition: 4%	PMI inhibitors: 5%	K1F lysis inhibition: 2.6%	TNAP activation fold: 1.1

(continued)
SMILES | PMI inhibition | WT yeast gro inh | WT yeast gro inh mutant strain | Myeloid diff 2 | Myeloid diff 2 GFP+ MAC1+ % | Hep lipid drop | Hep lipid drop cells 6.5 µM | ER stress rescue | M1AAP inhibition | PMI inhibitors | K1F lysis inhibition | TNAP activation fold
O=C(CSc1nnc(-c2ccccc2)o1)NCC1CCCCC1 | -7% | x | x | i | 5.3 | x | x | -1.4% | 1% | -11% | -2.3% | 0.9
COc1cccc(-n2cnc3sc(C)c(C)c3c2=O)c1 | 32% | -10 | -19 | i | 0.8 | -2 | 713 | -0.7% | 4% | -4% | 2.2% | 1
O=C(NCc1ccco1)C12CN(Cc3ccccc3)CC1C(c1cccc([N+](=O)[O-])c1)=NO2 (stereo unspecified) | 2% | 8 | 2 | i | 1.0 | x | x | -1.0% | -3% | 2% | -0.2% | 1
Cc1ccc(C(=O)NNC(=O)CSc2nnc3c(n2)[nH]c2ccc(F)cc23)cc1 | 4% | 8 | -6 | i | 0.8 | x | x | -0.2% | 1% | 4% | 0.2% | 2.4
Cc1cc(S(=O)(=O)NCc2ccccc2)ccc1OCC(=O)Nc1cccc([N+](=O)[O-])c1 | 16% | 8 | -16 | i | 0.0 | 3 | 710 | -0.7% | -4% | 9% | 0.3%[50 µM] | 1.1
Cn1c(NC(=O)c2cccc(C(F)(F)F)c2)cc(=O)n(C)c1=O | 3% | 11 | 0 | i | 1.8 | -6 | 772 | 7.1% | 6% | 5% | -0.3% | 1.1
Cc1nc(=O)c(-c2ccccc2)c(C)n1-c1ccc(C(=O)O)cc1 | 6% | 3 | 0 | i | 1.3 | x | x | 0.0% | -2% | -3% | 0.6% | 1.1
COc1ccccc1CCNC(=O)c1cnn2c(C(F)F)cc(C)nc12 | -4% | -3 | -10 | i | 3.7 | 4 | 666 | x | 4% | 1% | -1.0% | 1
Cn1cccc1CC(=O)NNC(=O)Nc1ccc(Cl)cc1 | 6% | -2 | -7 | i | 0.5 | -11 | 773 | -1.6% | 7% | -4% | 0.0% | 1
CC(C)(C)S(=O)(=O)Cc1nc(-c2ccc(Cl)c(Cl)c2)cs1 | x | x | x | i | 0.5 | 1 | 690 | x | 1% | x | 0.2% | x
COc1ccc(-c2cc(C3CCN(c4cc(Cl)nc(N)n4)CC3)[nH]n2)cc1 | 8% | 62* | 27* | i | 0.7 | x | x | 0.3% | 12% | 13% | 0.1% | 0.6
CC(NC(=O)OC(C)(C)C)C(=O)Oc1cc2oc(=O)cc(-c3ccccc3)c2cc1Cl (stereo unspecified) | 10% | 34 | 19 | i | 1.9 | -6 | 688 | -1.2% | 4% | 14% | 0.1% | 1.1
COc1ccccc1CN(C)C(=O)c1ccc2c(c1)NC(=O)CS2 | 3% | 14 | -8 | i | 0.4 | 10 | 755 | -3.0% | -3% | 1% | 2.0% | 1.2
COc1cccc(C(=O)N(c2ccc(OC)cc2OC)C2C=CS(=O)(=O)C2)c1 (stereo unspecified) | -3% | 17 | 13 | i | 1.3 | x | x | -2.6% | 1% | -10% | -0.9% | 1
COc1ccccc1/C=C/C(=O)NCC(=O)N/N=C/c1ccc2c(c1)OCO2 | 6% | -4 | 10 | i | 0.1 | 0 | 709 | -1.1% | 0% | 8% | 0.2% | 1
O=C(CN1CCCCC1)N1CCCc2c1c(=O)oc1ccc(OCc3ccccc3)cc21 | -6% | 8 | 2 | i | 0.7 | -25 | 720 | 9.1% | 8% | -3% | 0.2% | 1

Screens: PubChem BioAssay, several laboratories
